APJ antag: APJ receptor antagonism; P35414; CHO-K1 APJ beta-arrestin complementation, luminescence; inhibition, % at 20 µM; 330,000 compounds, 0.32% hits; AID 2521;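 active means inhibition above about 40% at 20 µM, limit read from the data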;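 further: cells challenged with 10 nM apelin-13 agonist together with compound; plate controls were apelin-13 plus DMSO wells for no effect and DMSO wells lacking apelin-13 for full effect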
Target sequence (P35414 whole entry, looked up): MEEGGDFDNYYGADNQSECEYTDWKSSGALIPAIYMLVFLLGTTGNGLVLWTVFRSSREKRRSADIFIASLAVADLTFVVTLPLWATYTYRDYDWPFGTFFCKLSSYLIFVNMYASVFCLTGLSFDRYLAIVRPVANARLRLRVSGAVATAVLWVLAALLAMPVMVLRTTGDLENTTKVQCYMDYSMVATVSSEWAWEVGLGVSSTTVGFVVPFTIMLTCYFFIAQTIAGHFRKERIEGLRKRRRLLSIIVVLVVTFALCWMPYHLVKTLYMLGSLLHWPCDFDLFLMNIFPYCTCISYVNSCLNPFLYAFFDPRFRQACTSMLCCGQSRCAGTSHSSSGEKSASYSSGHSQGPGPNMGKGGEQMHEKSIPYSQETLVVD
ATG4B inh: inhibitors of human ATG4B cysteine protease; Q9Y4P1; 340,000 compounds, 0.51% hits; ATG4B cleavage of LC3-PLA2, NBD-HPC fluorescence, 1 h; inhibition, % at 8.33 µM; in the data active means inhibition above about 40%
EBI2 antag: EBI2 (human) antagonism; P32249; EBI2 beta-arrestin recruitment, luminescence, 7a,25-OHC stimulated; inhibition, % at 5 µM; 360,000 compounds, 0.81% hits; in the data active means inhibition above about 38%;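 further: enzyme fragment complementation signal reports receptor beta-arrestin coupling in cells; 0% = agonist plus DMSO wells and 100% = wells without agonist; some results beyond the cut were filed as inactive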
Gli-Sufu block: antagonists of Gli-Sufu signaling; 340,000 compounds, 0.74% hits; inhibition, % at 5 µM; Sufu-KO-LIGHT fibroblasts, Gli luciferase reporter luminescence; AID 588413;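 active means inhibition above about 55%, limit read from the data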;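 further: 0% = DMSO-treated cells and 100% = wells with medium but no cells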
UBC13 polyUb: human UBC13 polyubiquitination inhibition. 330,000 compounds, 0.47% hits. P61088. UBC13 polyubiquitin chain formation, TR-FRET. inhibition, % at 20 µM; in the data active means inhibition above about 45%, passing the limit was not always enough; inconclusive means no clear call, values can overlap the other calls
APJ ag: APJ receptor agonism; CHO-K1 APJ PathHunter beta-arrestin, luminescence; 0% DMSO wells, 100% apelin; 330,000 compounds, 0.11% hits; P35414; activation, % at 20 µM;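 active means activation more than six SD over the plate average, tested at 20 µM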;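 further: 0% = DMSO alone and 100% = apelin-13 at 10 nM; some results filed as inactive read as strong as hits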
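Assay system: CHO-K1 cells stably expressing ProLink-tagged human APJ and arrestin–beta-gal acceptor. Compound dosing: 20 µM single point, 1% DMSO. Times: 16-18 h seeding, 90 min dark compound exposure, 60 min detection. Detection: beta-gal luminescence. Evaluation: APJ–arrestin association signal. Controls: negative DMSO alone, positive Apelin-13 at 10 nM.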
CCR6 antagonist: blocks CCL20-driven beta-arrestin recruitment at human CCR6. P51684. CHO-K1 CCR6 PathHunter beta-arrestin, luminescence, CCL20-stimulated. inhibition, % at 20 µM. 340,000 compounds, 0.49% hits;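 active means compounds whose inhibition of the agonist-driven luminescence signal at 20 µM reaches about 50%, limit read from the data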;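 further: cells stimulated with CCL20 at 14 nM final; plate controls were DMSO with CCL20 for no effect and DMSO without agonist for full effect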
Target sequence (P51684 whole entry, looked up): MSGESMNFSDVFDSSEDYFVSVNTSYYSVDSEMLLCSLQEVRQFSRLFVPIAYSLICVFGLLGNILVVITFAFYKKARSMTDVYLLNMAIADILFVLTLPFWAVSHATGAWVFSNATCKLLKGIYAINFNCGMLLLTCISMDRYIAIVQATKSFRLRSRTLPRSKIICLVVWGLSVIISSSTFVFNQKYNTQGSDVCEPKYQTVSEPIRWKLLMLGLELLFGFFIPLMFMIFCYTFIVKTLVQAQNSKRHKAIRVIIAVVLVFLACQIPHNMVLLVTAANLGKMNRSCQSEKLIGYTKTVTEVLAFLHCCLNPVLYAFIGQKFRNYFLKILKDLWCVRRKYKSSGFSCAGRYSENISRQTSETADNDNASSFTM
CXCR6 inh: blocks human CXCR6 beta-arrestin recruitment; CHO-K1 PathHunter CXCR6 beta-arrestin, luminescence; inhibition, % at 20 µM; 360,000 compounds, 0.36% hits; in the data active means inhibition above about 34%, passing the limit was not always enough;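 further: antagonist mode with CXCL16 agonist at 10 nM final; 0% = 10 nM CXCL16 with DMSO and 100% = unstimulated wells without agonist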
Target sequence (O00574 whole entry, looked up): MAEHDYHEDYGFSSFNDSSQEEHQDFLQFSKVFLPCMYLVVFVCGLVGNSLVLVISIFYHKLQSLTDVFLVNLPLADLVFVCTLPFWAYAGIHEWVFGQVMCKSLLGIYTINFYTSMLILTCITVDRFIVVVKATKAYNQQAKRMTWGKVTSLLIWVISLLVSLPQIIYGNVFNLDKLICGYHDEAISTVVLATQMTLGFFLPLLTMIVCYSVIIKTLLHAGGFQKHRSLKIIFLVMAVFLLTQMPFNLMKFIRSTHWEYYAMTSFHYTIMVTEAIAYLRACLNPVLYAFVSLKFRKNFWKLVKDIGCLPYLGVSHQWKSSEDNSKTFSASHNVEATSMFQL
Starred values were filed as active, the others as inactive; u = inconclusive; x = not tested or not shown.

SMILES | APJ antag | ATG4B inh | EBI2 antag | Gli-Sufu block | UBC13 polyUb | APJ ag | CCR6 antagonist | CXCR6 inh
CN(C)C(=O)COC(=O)/C=C/c1cn(-c2ccccc2)nc1-c1cccs1 | -2 | -11 | 10 | -10 | 11 | -2 | 8 | 5
CC1=C(C)CC(C(=O)NNC(=O)c2csc(C)c2C)C(C(=O)O)C1 (configuration not stated) | 2 | 1 | -5 | -5 | -14 | -4 | -7 | 0
COc1cccc(CN2C(=O)c3ccccc3C2C(=O)NCC2CCCO2)c1 (configuration not stated) | -8 | -13 | -8 | 5 | -9 | -4 | 8 | 6
CN1C2CCC1CC(NC(=O)c1cccc(C(F)(F)F)c1)C2 (configuration not stated) | 20 | -9 | -4 | 3 | 3 | -4 | 1 | -2
CCN1CCN(c2ccc(Cl)cc2NC(=O)c2ccco2)CC1 | -7 | -12 | 0 | x | -2 | -5 | 9 | 6
CC(C)N(Cc1nccn1C)C(=O)c1ccc(OC2CCN(C(=O)C3CC3)CC2)cc1 | 6 | -9 | -7 | 0 | -7 | -2 | 8 | 5
Cc1csc(C(=O)O)c1NC(=O)c1ccc(F)cc1 | 7 | 2 | 1 | -1 | 1 | -1 | 7 | 6
O=C(Nc1ccccc1C(=O)NC(Cc1ccccc1)C(=O)O)c1ccccc1 (configuration not stated) | 2 | -1 | -6 | 7 | 2 | -1 | -3 | -14
Cc1c(-c2ccc(Cl)cc2)[n+](=O)c(-c2ccccc2)cn1[O-] | -22 | -15 | -14 | -4 | -4 | 3 | -9 | 3
COc1ccc(S(=O)(=O)N2CCC(C(=O)N3CCCCC3)CC2)cc1 | 27 | 2 | -10 | 13 | -5 | -3 | -9 | -2
O=C(COC(=O)c1cccnc1Cl)c1cccc(Cl)c1 | 33 | -12 | 11 | 0 | 1 | -4 | 23 | 4
Cc1c(CN2CCCCC2)c(O)n(CCO)c(=O)c1C#N | -13 | -4 | -3 | 2 | 2 | 2 | -12 | -26
Cn1nc(C(=O)OCC(=O)Nc2ccccc2[N+](=O)[O-])c2ccccc2c1=O | 8 | 2 | -5 | 1 | -16 | -2 | 5 | -4
O=C(CC1NCCc2ccccc21)Nc1ccc(Oc2ccccc2)cc1 (configuration not stated) | -3 | 9 | 2 | 18 | 18 | 1 | 8 | -3
Cc1ccc(CNC(=O)Cn2c(=O)oc3ccccc32)o1 | -5 | -1 | 3 | 2 | -4 | 5 | 7 | -5
O=C(CNc1ccccc1F)Nc1cc(S(=O)(=O)N2CCCCC2)ccc1Cl | 8 | -8 | 10 | -5 | 11 | -6 | 48 | 31
O=C1CN(C(=O)COC(=O)/C=C/c2ccc(OC(F)F)cc2)c2ccccc2N1 | -10 | -5 | -3 | -3 | -14 | -1 | 8 | 3
CCC(NC(=O)c1cc(COc2ccc(Cl)cc2OC)on1)c1ccncc1 (configuration not stated) | -24 | -4 | -8 | -50 | 1 | -1 | 4 | -7
Cc1ccc(/C=N/Nc2nc(C(C)(C)C)cs2)o1 | -22 | -13 | 14 | -30 | 2 | 1 | -4 | -11
Cc1ccc(Nc2nc(N/N=C/c3c[nH]c4ccccc34)nc(N3CCOCC3)n2)cc1 | -14 | 4 | 6 | 31 | 23 | 0 | -10 | -4
COC(=O)c1ccc(N2C(=O)CC(N(C)Cc3ccccc3)C2=O)cc1 (configuration not stated) | -10 | -14 | 5 | 23 | 12 | -5 | 5 | -1
C=CCn1c(SCC(=O)Nc2ccc(C(=O)O)cc2)nnc1-c1cccnc1 | -4 | -4 | -6 | 1 | -5 | -3 | 5 | -1
CCOC(=O)c1c(NC(=O)CC2SC(=NC)N(C)C2=O)sc(C)c1C (configuration not stated) | 6 | -2 | -4 | 2 | 10 | 0 | 14 | -1
O=C(c1sc2ccccc2c1Cl)N1CCN(CCc2ccccn2)CC1 | 1 | 5 | 13 | 1 | -6 | 4 | 20 | -5
COc1ccc(NC(=O)c2cc(-c3ccco3)on2)cc1OC | 1 | -6 | -1 | 3 | 0 | -1 | 9 | -6
(more compounds)
SMILES | APJ antag | ATG4B inh | EBI2 antag | Gli-Sufu block | UBC13 polyUb | APJ ag | CCR6 antagonist | CXCR6 inh
CCCCc1ccc(N=N/C(C(=O)Nc2ccc(NC(C)=O)cc2OC)=C(/C)O)cc1 | 2 | 1 | 14 | 3 | -2 | -2 | 14 | 5
COc1ccc(CN(C(=O)CN2C(=O)c3ccccc3S2(=O)=O)C(C(=O)NCC2CCCO2)c2ccco2)cc1 (configuration not stated) | 7 | 4 | 13 | -30 | -4 | -3 | -3 | -5
CCC(=O)N1CCN(C(=O)c2ccccc2)CC1 | 28 | 0 | 5 | -7 | -15 | -4 | 2 | -1
CCOC(=O)c1[nH]c(=O)[nH]c1CSc1ccccn1 | 13 | -4 | 12 | -1 | 8 | -2 | -3 | 5
O=C1[C@H](O)[C@@H](O)C(=O)N1Cc1ccccc1 | 13 | 1 | 0 | 3 | -3 | 0 | 10 | 5
COc1cccc(C(=O)NCCS(=O)(=O)NCc2ccc3c(c2)OCO3)c1 | -3 | -13 | -5 | 12 | 6 | -3 | 10 | 2
CCN(CC)c1cccc(OCC(=O)N2c3ccccc3CC2C)c1 (configuration not stated) | -8 | 9 | 7 | -5 | 9 | -2 | 19 | -2
Cc1ccc2[nH]c(=O)c(CN(Cc3cccs3)C(=S)NCc3ccco3)cc2c1 | -17 | -3 | 7 | 9 | 2 | 0 | 3 | -1
CCOC(=O)c1nnc(-c2ccc(C)cc2)nc1Oc1ccc(Cl)cc1Cl | 3 | -5 | -34 | -4 | -2 | -2 | -5 | 1
COc1cccc(C(=O)NCCCNC(=O)c2cccnc2)c1 | -7 | -4 | -7 | 8 | 5 | -2 | 4 | -7
CC(O)CNc1nc2c(c(=O)n(Cc3ccc(Cl)cc3)c(=O)n2C)n1C (configuration not stated) | -10 | -1 | -17 | -2 | 13 | -1 | 4 | 10
CC12CC3CC(C)(C1)CC(C(=O)NNC(=O)c1ccncc1)(C3)C2 | 8 | 5 | -23 | 1 | -5 | 8 | 10 | 1
Nn1c(SCC(=O)Nc2ccccc2F)nc2ccccc2c1=O | 0 | -6 | 14 | 7 | 5 | -5 | 18 | -3
O=C(CC1CCCC1)Nc1ccc2c(c1)CCC2 | 21 | -5 | -13 | -34 | 6 | -3 | 10 | -2
Fc1ccc(NC(=S)NCc2ccccc2)cc1 | 13 | 10 | -4 | -7 | 7 | -2 | 10 | 5
COc1ccc(F)cc1S(=O)(=O)NC1CCCC1 | -3 | 0 | 0 | 28 | -10 | -2 | -17 | 0
CCC(=O)Nc1nc(C)c(-c2csc(Nc3cccc(O)c3)n2)s1 | -1 | -13 | 19 | -18 | 16 | 3 | -5 | -6
COc1ccc(S(=O)(=O)N2CCN(C)CC2)cc1Br | -38 | -8 | -3 | 7 | -2 | 2 | -6 | -1
CCn1c(SCC(=O)N2c3ccccc3Sc3ccccc32)nc2c1c(=O)n(C)c(=O)n2C | 10 | -6 | -4 | 6 | 7 | -1 | 11 | 5
COc1cc(C)ccc1OCCCOc1ccccc1Cl | 14 | 2 | 15 | -115 | -9 | -1 | 11 | 0
COc1cccc(C(=O)NCCCNC(=O)c2ccco2)c1 | 8 | -5 | 3 | 1 | -2 | -1 | 10 | 1
CCOC(=O)N1C2c3ccccc3C(c3ccccc32)N1C(=O)OCC | x | -3 | -2 | -4 | x | x | 7 | 2
Cc1cccc(CCNC(=O)C2CCCN(S(=O)(=O)c3cnc[nH]3)C2)c1 (configuration not stated) | -7 | -4 | -4 | 2 | -1 | 0 | 0 | -2
O=C1CC(c2ccc(Cl)cc2)SC(N(c2ccccc2)c2ccccc2)=N1 (configuration not stated) | 12 | 15 | -4 | 9 | 18 | -3 | 12 | 12
CCOc1ccc(S(=O)(=O)N2CCc3ccccc3C2)cc1 | -21 | 1 | -10 | 33 | 0 | -3 | 1 | -1

As a working copy, some entries already given:
SMILES | APJ antag | ATG4B inh | EBI2 antag | Gli-Sufu block | UBC13 polyUb | APJ ag | CCR6 antagonist | CXCR6 inh
CCC(=O)N1CCN(C(=O)c2ccccc2)CC1 | 28 | 0 | 5 | -7 | -15 | -4 | 2 | -1
CCOC(=O)c1[nH]c(=O)[nH]c1CSc1ccccn1 | 13 | -4 | 12 | -1 | 8 | -2 | -3 | 5

Ordered by value in EBI2 antag (highest first): three of the compounds above
SMILES,APJ antag,ATG4B inh,EBI2 antag,UBC13 polyUb,CCR6 antagonist,CXCR6 inh
CCOC(=O)c1[nH]c(=O)[nH]c1CSc1ccccn1,13,-4,12,8,-3,5
CCC(=O)N1CCN(C(=O)c2ccccc2)CC1,28,0,5,-15,2,-1
COc1cccc(C(=O)NCCCNC(=O)c2ccco2)c1,8,-5,3,-2,10,1

(continued)
SMILES | APJ antag | ATG4B inh | EBI2 antag | Gli-Sufu block | UBC13 polyUb | APJ ag | CCR6 antagonist | CXCR6 inh
Cc1cc(C(=O)CSc2nnnn2-c2ccccc2)c(C)n1-c1ccc2c(c1)OCO2 | 9 | 2 | 4 | 10 | -5 | -1 | 16 | 0
Cc1cc(=O)[nH]c(NN=Cc2c(Cl)cccc2Cl)n1 | x | -10 | 10 | -3 | x | x | 18 | -1
O=C(Cn1cc(C(=O)C(F)(F)F)c2ccccc21)N1CCOCC1 | 0 | 2 | -11 | 2 | -13 | 0 | 3 | 7
COc1cc(CN2CCN(Cc3cccc(OC)c3OC)CC2)cc(OC)c1 | 4 | 3 | 1 | 9 | 6 | -2 | 2 | 6
Nc1cc(-c2cccc([N+](=O)[O-])c2)[nH]n1 | 1 | -13 | -24 | -21 | 5 | -2 | -6 | 1
CC(C)(C)c1ccc(S(=O)(=O)N2CCN(CC(=O)NC(=O)NC3CCCCC3)CC2)cc1 | 15 | 10 | 0 | -11 | -3 | 0 | 18 | 5
CCCCOCCCNC(=O)c1ccc(NC(C)=O)cc1 | 14 | -2 | -10 | 7 | 4 | 2 | 10 | 2
O=C(Nc1ccc(C(=O)N2CCCC2)cc1)C1CCCC1 | x | 5 | -7 | -6 | x | x | 0 | -5
CCCn1c(=O)n(C)c(=O)c2c(SCC(=O)NCC(c3ccccc3)N(C)C)nc(CC(C)C)nc21 (configuration not stated) | 19 | 0 | 13 | 29 | 4 | -3 | 12 | 3
CC(=O)NC(CC(C)C)C(=O)NC(CO)C(=O)NC(CCC(=O)O)C(=O)NC(C)C(=O)NC(CC(C)C)C(N)=O (configuration not stated) | -2 | -4 | -14 | -15 | 3 | 0 | -17 | -2
CC1CCC(C(C)C)C(OCC(O)CN2CCCC(C)C2)C1 (configuration not stated) | 17 | -12 | 21 | 7 | -2 | 1 | 11 | -1
Cc1cc(NC(=O)COc2cccnc2[N+](=O)[O-])no1 | 10 | -4 | -2 | -3 | -8 | -1 | 3 | -6
Cc1ccc(F)c(NC(=S)Nc2cccc3ccccc23)c1 | -68 | x | 6 | x | -30 | 26 | x | -1
O=C(CCN1C(=O)c2ccccc2C1=O)Nc1ccc(F)cc1 | 7 | -9 | -1 | 4 | 4 | 0 | -8 | 7
Cc1ccc(N(C)S(=O)(=O)c2ccc(-c3ccc(=O)[nH]n3)s2)cc1C | -13 | -6 | -4 | -9 | -6 | -2 | -4 | 4
COc1ccccc1N=Nc1c(C)[nH]n(-c2ccccc2)c1=O | 28 | 3 | 7 | 1 | -48 | -6 | 25 | 10
CC1CCN(Cc2nc(Cl)c3c4c(sc3n2)CCC4)CC1 | 4 | 1 | 4 | -2 | -1 | -2 | 0 | -3
COc1ccc(C=NCCC2(O)CC(C)N(C)CC2C)cc1 (configuration not stated) | -7 | 2 | 0 | 6 | -4 | 1 | -3 | 4
COC(=O)c1cnc(NNS(=O)(=O)c2ccc(C(F)(F)F)cc2)nc1C(F)(F)F | 14 | -9 | -12 | 5 | -6 | -4 | -14 | -20
COC(=O)c1cc(NS(=O)(=O)c2ccc(C(C)C)cc2)ccc1N1CCOCC1 | -6 | -5 | -3 | -5 | u | -4 | 11 | 10

Source: PubChem (Sanford-Burnham Center for Chemical Genomics)
